Bioassay records as filed in PubChem.
RmlCD inh 1536 = M. tuberculosis RmlC/RmlD inhibition. P9WH09+P9WH11. RmlC+RmlD coupled enzyme assay, percent inhibition; primary screen in compound mixtures. inhibition, % at 3.6 µM. actives 0.03% (n = 160,000). AID 1533; in the data active = inhibition mostly above about 34%, no sharp cut-off; note: some results filed as inactive read as strong as hits
Target sequence (P9WH09 whole entry, looked up): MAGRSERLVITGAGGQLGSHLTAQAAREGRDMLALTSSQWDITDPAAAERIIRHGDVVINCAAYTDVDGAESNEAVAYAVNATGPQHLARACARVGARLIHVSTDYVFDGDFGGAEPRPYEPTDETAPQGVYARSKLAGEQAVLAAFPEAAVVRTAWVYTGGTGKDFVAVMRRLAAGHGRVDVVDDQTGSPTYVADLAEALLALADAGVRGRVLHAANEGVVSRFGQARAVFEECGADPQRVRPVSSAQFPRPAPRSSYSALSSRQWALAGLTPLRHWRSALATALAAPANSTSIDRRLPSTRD
Target sequence (P9WH11 whole entry, looked up): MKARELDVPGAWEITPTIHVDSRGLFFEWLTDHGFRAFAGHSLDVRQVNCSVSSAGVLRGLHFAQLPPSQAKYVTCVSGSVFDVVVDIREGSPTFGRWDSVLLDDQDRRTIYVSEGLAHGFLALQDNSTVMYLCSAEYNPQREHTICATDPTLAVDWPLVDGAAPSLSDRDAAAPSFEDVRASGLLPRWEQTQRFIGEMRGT
GlmU inhibition = inhibition of mycobacterial GlmU enzyme – biochemical, glucosamine-1-phosphate acetyltransferase (AID 1376) | M. tuberculosis GlmU acetyltransferase enzyme assay; higher % means a stronger effect | one-dose inhibition, %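 (tested at 30 µM in the primary screen)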; IC50 in µM for titrated hits | actives 0.25% (n = 220,000); in the data active = inhibition above about 13%;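 note: 0% = complete reaction with vehicle and 100% = reaction without substrate; strong numbers were not always called active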
* = called active by the depositor.

Results for O=C(CN1CCN(c2ccccn2)CC1)N(c1ccccc1)c1ccc2ccccc2c1 ?
RmlCD inh 1536: -5.7

Results for CC1(C)Cc2c(C#N)c(N3CCOCC3)nc(-c3ccccc3)c2CO1 ?
RmlCD inh 1536: 10.2; GlmU inhibition: -2.6%

Results for CC1(c2ccc(Cl)cc2)NC(=S)N2C1NC(=S)N2c1ccccc1 (stereo not given) ?
RmlCD inh 1536: -7.7; GlmU inhibition: 7.6%

Results for CCCN(CCC)C(=S)NC(=O)c1ccc(Cl)cc1Cl ?
RmlCD inh 1536: 12.5; GlmU inhibition: -0.6%

How did Cn1cc([N+](=O)[O-])c(C(=O)Nc2cc(Oc3cccnc3)cc([N+](=O)[O-])c2)n1 do in these assays?
GlmU inhibition: 6.3%

What do the screens show for `CCC(=O)c1ccc(N2CCCCCC2)c(F)c1`?
RmlCD inh 1536: -7.1; GlmU inhibition: 5.8%

Results for Cc1nn(C)c(C)c1S(=O)(=O)N(CC(=O)Nc1ccccn1)c1ccc(C(C)C)cc1 ?
RmlCD inh 1536: 19.3; GlmU inhibition: 8.2%

Results for O=C(NCc1cccnc1)c1cnn2ccccc12 ?
RmlCD inh 1536: 22.8; GlmU inhibition: 3.0%

How did Cc1ccc(OCCCCn2cnc3ccccc32)c(C)c1 do in these assays?
GlmU inhibition: -1.9%

How did O=C(Nc1c2c(nn1-c1ccc(F)cc1)CSC2)c1ccc(S(=O)(=O)N2CCOCC2)cc1 do in these assays?
RmlCD inh 1536: 1.8; GlmU inhibition: 1.6%

What do the screens show for `CCc1nc2n[nH]c(N)c2c2c1CCCC2`?
GlmU inhibition: 1.3%

Results for COc1ccc(Nc2nnc(SCc3cn4c(C)cccc4n3)s2)cc1 ?
RmlCD inh 1536: 9.3; GlmU inhibition: -1.2%

Overlap with the part before: 4 entries, followed by the next part.
How did Cc1ccc(OCCCCn2cnc3ccccc32)c(C)c1 do in these assays?
GlmU inhibition: -1.9%

How did O=C(Nc1c2c(nn1-c1ccc(F)cc1)CSC2)c1ccc(S(=O)(=O)N2CCOCC2)cc1 do in these assays?
RmlCD inh 1536: 1.8; GlmU inhibition: 1.6%

What do the screens show for `CCc1nc2n[nH]c(N)c2c2c1CCCC2`?
GlmU inhibition: 1.3%

Results for COc1ccc(Nc2nnc(SCc3cn4c(C)cccc4n3)s2)cc1 ?
RmlCD inh 1536: 9.3; GlmU inhibition: -1.2%

Results for Nc1nn(-c2ccccc2)nc1C(=O)OCc1ccccc1 ?
RmlCD inh 1536: 8.7; GlmU inhibition: -1.8%

Results for O=C(O)c1cccc(NC(=S)N/N=C/c2cccnc2)c1 ?
RmlCD inh 1536: -9.2; GlmU inhibition: -2.6%

How did COc1ccc(/C=N/NC(=O)c2cccnc2)cc1Cn1nc([N+](=O)[O-])c(Br)c1C do in these assays?
RmlCD inh 1536: -10.8; GlmU inhibition: -0.2%

What do the screens show for `CCCC(=O)OC1CC(C)N(C(=O)c2ccccc2)c2ccc(C)cc21` (stereo not given)?
GlmU inhibition: -1.2%

How did CC(=O)N1CCC(N(CCN2CCOCC2)C(=S)Nc2ccc(C)cc2)CC1 do in these assays?
RmlCD inh 1536: 3.6; GlmU inhibition: -0.3%

Results for O=C(CN1C(=O)c2cccc3cccc1c23)Nc1cccnc1 ?
GlmU inhibition: 1.1%

How did CCOc1ccc(C(=O)OCCCN(C)C)cc1 do in these assays?
RmlCD inh 1536: -11.9; GlmU inhibition: 1.2%

What do the screens show for `CC(=O)c1cc2c(cc1NC(=O)CSc1nc3ccccc3[nH]1)OCO2`?
RmlCD inh 1536: -4.1; GlmU inhibition: -4.1%

Results for CCN(C(C)=O)c1nc(CCl)cs1 ?
GlmU inhibition: 5.2%

How did CC(C)n1c(=S)[nH]c2scc(-c3cccs3)c2c1=O do in these assays?
RmlCD inh 1536: 7.4; GlmU inhibition: -0.5%

What do the screens show for `CCOC(=O)C1CCCN(C(=O)CNC(=O)Cn2ccc3ccccc3c2=O)C1` (stereo not given)?
RmlCD inh 1536: 10.6; GlmU inhibition: -0.1%

What do the screens show for `Nc1c(C(=O)NC23CC4CC(CC(C4)C2)C3)sc2nc3c(c(C(F)(F)F)c12)CCC3`?
RmlCD inh 1536: 14.3; GlmU inhibition: 2.2%

How did COc1ccc(N=C2C(=Nc3ccc(OC)cc3)N(c3ccc(OC)cc3)C(=S)N2C(=O)c2ccc(OC)cc2)cc1 do in these assays?
GlmU inhibition: -1.3%

Results for Cc1ccc(C)c(N2CCN(C(=S)NC3CCCCC3)CC2)c1 ?
RmlCD inh 1536: 2.6; GlmU inhibition: 1.5%

Results for O=S(=O)(c1cccc(-c2nnco2)c1)N1CCOCC1 ?
RmlCD inh 1536: 5.5; GlmU inhibition: -1.0%

How did CC(CN1CCCCCC1)C(=O)NN (stereo not given) do in these assays?
RmlCD inh 1536: 9.8; GlmU inhibition: -1.0%

Results for CC(C)NC(=S)NC(=O)c1ccc(-c2ccccc2)cc1 ?
RmlCD inh 1536: 28.4; GlmU inhibition: -4.4%

What do the screens show for `CCC(C)[C@H](NC(=O)N1CCCC1)C(=O)OC` (stereo not given in full)?
GlmU inhibition: -3.2%

How did CCC(C)(C(=O)NC1CCCC1)N(CC1CCCO1)C(=O)CNC(=O)c1ccccc1 (stereo not given) do in these assays?
RmlCD inh 1536: -9.6; GlmU inhibition: -1.6%

Results for CC1CCC(C(C)C)C(OCC[N+](C)(C)C)C1 (stereo not given) ?
RmlCD inh 1536: 34.1; GlmU inhibition: -1.2%

What do the screens show for `Clc1ccc(Cn2cccc2C2=NCCO2)cc1`?
RmlCD inh 1536: 107.9; GlmU inhibition: -0.9%

Results for CCOc1cccc(N2C(=O)CC(n3cnc4ccccc43)C2=O)c1 (stereo not given) ?
RmlCD inh 1536: -1.4; GlmU inhibition: 0.3%

Results for COc1ccc(Cl)cc1NC(=O)CN(C)C1CCCCC1 ?
RmlCD inh 1536: 2.1; GlmU inhibition: -3.0%

How did CC(CCc1ccccc1)NCC(O)COc1ccccc1 (stereo not given) do in these assays?
RmlCD inh 1536: 4.4; GlmU inhibition: 0.2%

Reprinted from the part before: three compounds, then new ones.
Results for CCOc1cccc(N2C(=O)CC(n3cnc4ccccc43)C2=O)c1 (stereo not given) ?
RmlCD inh 1536: -1.4; GlmU inhibition: 0.3%

Results for COc1ccc(Cl)cc1NC(=O)CN(C)C1CCCCC1 ?
RmlCD inh 1536: 2.1; GlmU inhibition: -3.0%

How did CC(CCc1ccccc1)NCC(O)COc1ccccc1 (stereo not given) do in these assays?
RmlCD inh 1536: 4.4; GlmU inhibition: 0.2%

How did Cc1ccccc1-c1nc(CS(=O)(=O)CC(=O)NCc2ccccc2)c(C)o1 do in these assays?
RmlCD inh 1536: 10.3; GlmU inhibition: 5.6%

What do the screens show for `COCCCN1C(=O)c2[nH]nc(-c3ccccc3O)c2C1c1cccc(Cl)c1` (stereo not given)?
RmlCD inh 1536: -5.4; GlmU inhibition: -1.4%

Results for O=C(NCCNC(=O)c1cc(OCC(F)(F)F)ccc1OCC(F)(F)F)Nc1ccccc1 ?
RmlCD inh 1536: 7.2; GlmU inhibition: 3.8%

How did O=C(O)c1ccc2c(c1)C1C=CCC1C(c1cc3c(cc1Br)OCO3)N2 (stereo not given) do in these assays?
RmlCD inh 1536: 9.5; GlmU inhibition: 6.5%

How did NC(=O)c1cc2cc(Br)ccc2oc1=NCc1ccccc1 do in these assays?
RmlCD inh 1536: -3.3; GlmU inhibition: -2.3%

Results for COc1ccccc1N1CCN(CC(=O)c2c[nH]c3ccccc23)CC1 ?
GlmU inhibition: 7.2%

What do the screens show for `CCNC(=S)N(Cc1cccs1)Cc1cc2cc(OCC)ccc2[nH]c1=O`?
RmlCD inh 1536: 2.5; GlmU inhibition: 3.0%

What do the screens show for `COc1ccc(/C=C2/C(=N)N3C(=NC2=O)Sc2cc(S(C)(=O)=O)ccc23)cc1OC`?
RmlCD inh 1536: -9.8; GlmU inhibition: 3.3%

Results for CCN(C(=O)CSc1nnc(Cc2ccccc2F)n1N)C1CCS(=O)(=O)C1 (stereo not given) ?
RmlCD inh 1536: 0.4; GlmU inhibition: -0.2%

What do the screens show for `O=C1Nc2ccc(S(=O)(=O)NCCC3=CCCCC3)c3cccc1c23`?
GlmU inhibition: 1.9%

What do the screens show for `CCOc1ccc(CN2CCNC(=O)C2CC(=O)O)cc1` (stereo not given)?
RmlCD inh 1536: -0.5; GlmU inhibition: -1.7%

Results for CN1C(=O)CC(N2CCC(C(N)=O)CC2)C1=O (stereo not given) ?
GlmU inhibition: 12.3%

How did CCNC(=S)N(Cc1cc2cc(C)cc(C)c2[nH]c1=O)C1CCCC1 do in these assays?
RmlCD inh 1536: -10.8; GlmU inhibition: -0.2%

How did COc1ccc(N(C(=O)COc2ccccc2OC)S(=O)(=O)c2ccc(C)cc2)cc1 do in these assays?
GlmU inhibition: 6.1%

Results for COC(=O)C1=C(C)NC(=O)C1(NC(=O)CN1CCCC1=O)C(F)(F)F (stereo not given) ?
RmlCD inh 1536: 24.8; GlmU inhibition: 3.0%

What do the screens show for `CCCCN1CNC(=S)N(c2ccccc2OCC)C1`?
GlmU inhibition: 1.4%

Results for COc1ccccc1NC(=O)NCCN1CCNC1=O ?
RmlCD inh 1536: 0.6; GlmU inhibition: 0.3%

How did O=C(/C=C/c1ccc(F)cc1)NC(=S)Nc1ccccc1C(=O)NC1CCCCC1 do in these assays?
RmlCD inh 1536: -5.6

Results for CCC(CC)C(=O)Nc1ccc(C)c(O)c1 ?
RmlCD inh 1536: 4.7

How did O=C(NCc1ccco1)c1nn2c(C(F)(F)F)cc(-c3cccs3)nc2c1Cl do in these assays?
GlmU inhibition: 0.0%

How did CCN(CC)S(=O)(=O)c1ccc(NN=C(C#N)C#N)cc1 do in these assays?
RmlCD inh 1536: -6.5; GlmU inhibition: -5.1%

Results for CCCNC(=O)N(C)c1nncnc1C(=O)NC ?
GlmU inhibition: -1.6%

Results for COc1ccc(C(=O)NNC(=O)Nc2ccc(Cl)cc2)cc1 ?
RmlCD inh 1536: -8.6; GlmU inhibition: -3.0%

What do the screens show for `COC(=O)C(C)(C)NC(=O)c1cccs1`?
GlmU inhibition: 5.1%

Results for COCCNC(=O)C(=O)N/N=C/c1cccs1 ?
GlmU inhibition: -1.9%

Results for CCc1n[nH]c(=S)n1/N=C/c1cc(OC)cc([N+](=O)[O-])c1O ?
RmlCD inh 1536: -11.5; GlmU inhibition: 5.3%

Results for O=C(Nn1c(-c2ccccc2)nc2ccccc2c1=O)c1ccc([N+](=O)[O-])cc1 ?
RmlCD inh 1536: 60.0; GlmU inhibition: -10.8%

Results for CC(=O)N1CCN(C(=O)COc2ccccc2C(=O)Nc2ccccc2)CC1 ?
RmlCD inh 1536: -4.6; GlmU inhibition: -7.9%

How did O=C(CNC(=O)c1ccccc1Cl)Nc1ccc(Br)cc1C(=O)c1ccccc1 do in these assays?
RmlCD inh 1536: 4.8; GlmU inhibition: -4.6%

What do the screens show for `CC(C)N1C(=O)/C(=C\c2nc3ccccc3c(=O)[nH]2)c2ccccc21`?
RmlCD inh 1536: 11.5; GlmU inhibition: 1.0%

Results for CC(CNC(=O)CCc1nnc(CCC2CCCCC2)o1)c1ccccc1 (stereo not given) ?
RmlCD inh 1536: 1.2; GlmU inhibition: 2.2%

What do the screens show for `CSc1nnc(N(CCC#N)CCC#N)s1`?
GlmU inhibition: 6.3%

What do the screens show for `CCOC(=O)c1cccc(NC(=O)CN(c2ccc(OC)cc2)S(=O)(=O)c2c(C)noc2C)c1`?
GlmU inhibition: 1.3%

How did COc1cc(O)sc1C=Nc1ccc(Cl)cc1Cl do in these assays?
RmlCD inh 1536: 2.2; GlmU inhibition: -2.3%

How did Cc1ccc(C(=O)Oc2cccc(-n3cnnn3)c2)cc1 do in these assays?
RmlCD inh 1536: -4.3; GlmU inhibition: -7.7%

What do the screens show for `C=CCNC(=S)Nc1cccc([N+](=O)[O-])c1`?
RmlCD inh 1536: 12.8; GlmU inhibition: -1.2%

What do the screens show for `COCCCNC(=O)CCc1nnc(Cc2ccc(-c3ccccc3)cc2)o1`?
RmlCD inh 1536: -8.8; GlmU inhibition: 1.5%

How did COC(=O)c1c(NC(C)=O)sc(C(=O)Nc2ccccc2F)c1C do in these assays?
RmlCD inh 1536: 28.9; GlmU inhibition: 1.0%

Results for CCCCCCCCC(=O)N/N=C(\C)c1cccnc1 ?
GlmU inhibition: 2.9%

How did COc1ccc(OCc2nnc(SCC(=O)N3CCCc4ccccc43)n2-c2ccc(C)cc2)cc1 do in these assays?
GlmU inhibition: 2.3%

Results for O=C(O/N=C1\CCCc2ccccc21)c1cccs1 ?
RmlCD inh 1536: -14.7; GlmU inhibition: -3.6%

What do the screens show for `CC(=O)C[C@H]1c2cc(C(F)(F)F)ccc2S(=O)(=O)N1C1CCCC1`?
GlmU inhibition: 3.3%

How did O=C(c1ccc(Br)o1)N1CCN(c2ncccn2)CC1 do in these assays?
RmlCD inh 1536: 55.0; GlmU inhibition: 4.2%

No new results follow: an excerpt of the list.
How did COC(=O)c1c(NC(C)=O)sc(C(=O)Nc2ccccc2F)c1C do in these assays?
RmlCD inh 1536: 28.9; GlmU inhibition: 1.0%

Results for CCCCCCCCC(=O)N/N=C(\C)c1cccnc1 ?
GlmU inhibition: 2.9%

How did COc1ccc(OCc2nnc(SCC(=O)N3CCCc4ccccc43)n2-c2ccc(C)cc2)cc1 do in these assays?
GlmU inhibition: 2.3%

Not all compounds are listed; the hit share may differ from the screen's.
